Screens deposited in PubChem by Sanford-Burnham Center for Chemical Genomics.
Mdm2 MdmX PPI – inhibitors of human Mdm2-MdmX association, primary screen, cell-based, luminescence, split luciferase, SaOS-2, uHTS. inhibition, % at 8 µM. AID 485346, 2010. Protein Mdm4 (Homo sapiens) + E3 ubiquitin-protein ligase Mdm2 (Homo sapiens), …. SaOS-2 split-luciferase Mdm2/MdmX complementation. 330,000 tested, 3% active;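 active = inhibition of at least 50% at 8 µM in the primary screen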
CHOP UPR activ – activators of apoptotic CHOP UPR arm, primary screen, cell-based, CHO-CHOP luciferase reporter, luminescence, uHTS. UPR activation; percent of tunicamycin response over DMSO baseline. activation, % at 10 µM. 330,000 tested, 0.34% active;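 active = at 10 µM dose, activation of 40% or more, normalized to positive control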;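 note: 100% = tunicamycin at 10 µg/mL and 0% = DMSO alone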
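assay system = CHO CHOP reporter cells | amount = 500 CHO-CHOP cells per well | buffer or medium = F12 with 10% FBS | incubation = 16-18 h cell attachment, then 6 h compound exposure, 37 °C | detection = luminescence read with Steady-Glo | read-out = percent activation relative to tunicamycin control | controls = tunicamycin high control, DMSO low control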
CCR6 antag – CCR6 receptor antagonists, primary screen, cell-based, CHO-K1, luminescence, beta-arrestin, uHTS; CHO-K1 CCR6 PathHunter beta-arrestin, CCL20-stimulated; AID 493098, 2011; inhibition, % at 20 µM; 340,000 tested, 0.49% active;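 active = compounds whose inhibition of the agonist-driven luminescence signal at 20 µM reaches about 50%, limit read from the data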;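 note: cells stimulated with CCL20 at 14 nM final; plate controls were DMSO with CCL20 for no effect and DMSO without agonist for full effect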
Target sequence (P51684 whole entry, looked up): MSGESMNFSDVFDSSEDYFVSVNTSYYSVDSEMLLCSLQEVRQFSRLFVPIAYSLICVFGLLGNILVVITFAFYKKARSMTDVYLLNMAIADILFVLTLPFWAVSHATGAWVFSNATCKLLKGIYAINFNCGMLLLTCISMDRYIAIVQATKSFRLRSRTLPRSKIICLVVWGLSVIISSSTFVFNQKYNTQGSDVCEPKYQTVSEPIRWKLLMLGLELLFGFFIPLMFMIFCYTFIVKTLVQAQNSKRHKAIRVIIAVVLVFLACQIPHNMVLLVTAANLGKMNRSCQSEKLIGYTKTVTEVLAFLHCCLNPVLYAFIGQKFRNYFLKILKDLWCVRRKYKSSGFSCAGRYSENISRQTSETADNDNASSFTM
Gli-Sufu block – Gli-Sufu pathway antagonists, primary screen, luciferase luminescence, Sufu-KO-LIGHT cells, uHTS; inhibition, % at 5 µM; Sufu-KO-LIGHT fibroblasts, Gli luciferase reporter luminescence; 340,000 tested, 0.74% active;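 active = inhibition above about 55%, limit read from the data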;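 note: 0% = DMSO-treated cells and 100% = wells with medium but no cells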
697 NFkB inh – inhibitors of PMA/ionomycin-induced NF-kB reporter, 697 cells, primary screen, B-cell NF-kB inhibitor project, cell-based, luminescence, uHTS; 330,000 tested, 0.33% active; 697 B-cell NF-kB luciferase reporter, 16 h; inhibition, % at 4 µM; in the data active = inhibition above about 35%
Jurkat NFkB inh – inhibitors of induced NF-kB luciferase reporter, primary screen, TCR NF-kB activation inhibitor project, cell-based, luminescence, uHTS | Jurkat, PMA/ionomycin-induced NF-kB luciferase reporter | inhibition, % at 4 µM | 330,000 tested, 0.53% active; in the data active = inhibition above about 50%
EBI2 antag – EBI2 receptor antagonists, beta-arrestin recruitment, primary screen, cell-based, luminescence, 7a,25-OHC stimulation, uHTS | 360,000 tested, 0.81% active | inhibition, % at 5 µM | AID 651636, 2012 | 7a,25-OHC stimulated; in the data active = inhibition above about 38%;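 note: enzyme fragment complementation signal reports receptor beta-arrestin coupling in cells; 0% = agonist plus DMSO wells and 100% = wells without agonist; some results beyond the cut were filed as inactive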
Target sequence (P32249 whole entry, looked up, the tested form may be a part): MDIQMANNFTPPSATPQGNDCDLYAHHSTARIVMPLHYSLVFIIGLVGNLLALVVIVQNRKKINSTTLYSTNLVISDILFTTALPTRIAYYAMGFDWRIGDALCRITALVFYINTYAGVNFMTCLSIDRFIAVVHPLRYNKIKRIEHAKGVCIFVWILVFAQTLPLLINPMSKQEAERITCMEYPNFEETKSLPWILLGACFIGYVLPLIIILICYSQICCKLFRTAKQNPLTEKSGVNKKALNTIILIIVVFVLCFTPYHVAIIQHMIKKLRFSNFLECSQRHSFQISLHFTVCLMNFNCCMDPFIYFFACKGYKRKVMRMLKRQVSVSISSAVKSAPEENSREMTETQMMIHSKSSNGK
UPR XBP1 act – activators of adaptive XBP1 UPR arm, primary screen, cell-based, CHO-XBP1 luciferase reporter, luminescence, uHTS; activation, % at 20 µM; IRE1-XBP1 UPR activation; percent of tunicamycin response, DMSO as zero; 330,000 tested, 0.33% active;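 active = versus positive control, 20 µM dose yields 30% or more activation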;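 note: 100% = tunicamycin at 10 µg/mL and 0% = DMSO only wells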
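Material: IRE1-XBP1 luciferase reporter CHO line / Quantity: one thousand reporter cells per well / Buffer or medium: F12 with 10% serum / Compound: 20 µM single concentration, DMSO 1% / Times: 6 h treatment, 37 °C / Detection: Steady-Glo luciferase glow luminescence, 10 min after reagent addition / Benchmarks: tunicamycin high, DMSO low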
CXCR6 inh – CXCR6 receptor inhibitors, primary screen, cell-based, beta-arrestin, luminescence, CHO-K1 PathHunter, 1536-well | inhibition, % at 20 µM | 360,000 tested, 0.36% active | AID 602244, 2012; in the data active = inhibition above about 34%, passing the limit was not always enough;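 note: antagonist mode with CXCL16 agonist at 10 nM final; 0% = 10 nM CXCL16 with DMSO and 100% = unstimulated wells without agonist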
Target sequence (O00574 whole entry, looked up): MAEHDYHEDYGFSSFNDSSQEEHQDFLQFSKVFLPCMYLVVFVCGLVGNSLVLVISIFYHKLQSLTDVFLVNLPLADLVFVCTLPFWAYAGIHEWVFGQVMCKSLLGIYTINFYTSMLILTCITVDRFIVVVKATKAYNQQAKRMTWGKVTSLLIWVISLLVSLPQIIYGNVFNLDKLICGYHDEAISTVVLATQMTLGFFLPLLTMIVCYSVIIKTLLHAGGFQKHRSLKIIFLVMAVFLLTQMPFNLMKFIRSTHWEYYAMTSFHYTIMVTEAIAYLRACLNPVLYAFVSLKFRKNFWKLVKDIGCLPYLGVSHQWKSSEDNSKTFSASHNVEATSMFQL
Starred values were filed as active, the others as inactive; . = no result given.

SMILES	Mdm2 MdmX PPI	CHOP UPR activ	CCR6 antag	Gli-Sufu block	697 NFkB inh	Jurkat NFkB inh	EBI2 antag	UPR XBP1 act	CXCR6 inh
CC(=O)N[C@H]1[C@H](OC2CCCCC2)O[C@H](COC(C)=O)[C@@H](OC(C)=O)[C@@H]1OC(C)=O	6.1	-1.2	13.2	5.6	10.8	-0.5	-5.5	-0.9	-4.1
CN(C)S(=O)(=O)c1ccc(C(=O)Nc2nnc(-c3ccc4c(c3)CCCC4)o2)cc1	60.4*	6.5	17.2	0.2	-21.8	17.0	9.8	-0.7	7.5
CC(C)(CCC(=S)N1CCOCC1)C1CCCCC1	-0.6	3.5	11.3	16.0	-6.6	0.2	-6.2	3.9	-2.8
COc1ccc(Nc2nc(-c3ccncc3)nc3ccccc23)cc1	14.2	6.0	5.8	20.4	-11.1	-37.6	7.7	5.8	-2.9
CC1Cc2ccccc2N1C(=O)CSc1nnc(CSc2ncccn2)n1C (configuration not stated)	20.2	-2.1	-6.4	6.9	22.0	14.4	3.2	-0.7	13.7
O=C(CCN1C(=O)C2CC=C(Cl)CC2C1=O)N1CCCCC1 (configuration not stated)	3.1	-1.7	2.1	6.0	6.2	8.3	-21.9	-1.5	0.0
COc1ccc(OC)c(CNC(=O)CCc2cn(C)c3ccccc23)c1	17.6	-0.2	16.5	-9.7	-7.8	6.9	1.5	-4.3	-0.9
CCOc1ccccc1NC=C1C(=O)OC2(CCCCC2)OC1=O	-3.1	-2.1	7.9	-0.3	2.9	-4.9	4.0	-1.2	-5.4
Cc1c(Cl)cccc1NC(=O)CN(C1CCCCC1)S(C)(=O)=O	8.9	-0.4	10.7	28.5	-11.3	-3.4	-12.5	-4.8	-0.1
COC(=O)c1ccc(NC(=S)N2CCN(Cc3ccccc3Cl)CC2)cc1	-16.0	1.2	-4.5	6.1	-20.2	-4.0	0.6	0.5	-11.9
S=C(NCCCN1CCOCC1)Nc1ccc(Cl)cc1Cl	-28.9	0.8	-1.3	1.1	-5.1	-32.1	-5.2	-6.1	-2.0
CCCc1ccc2oc(C(=O)N3CCN(C4CCS(=O)(=O)C4)CC3)c(C)c2c1 (configuration not stated)	-13.8	5.6	2.4	-9.1	-0.5	10.8	-2.5	-0.9	-10.8
COc1ccc(C(=O)NCC(c2ccccc2)c2ccccc2)cc1S(=O)(=O)N1CCOCC1	.	.	15.4	-4.1	.	.	-4.1	.	6.4
Cc1cc(NC(=O)CSc2nnc(-c3ccc(Br)o3)n2Cc2ccccc2)no1	12.8	-2.4	0.1	-23.7	22.4	5.6	7.2	-8.2	1.1
O=C(/C=C/c1ccccc1)OCC(=O)N1CCCC1	-4.5	4.1	2.8	-1.8	7.1	3.9	6.2	3.5	-0.9
COc1ccc(OCc2cc(C(=O)N3CCCCCCC3)no2)c(Cl)c1	-5.9	4.2	6.3	-19.9	-42.4	-31.4	-2.7	0.2	2.7
Cc1cc(-c2ccccc2)c2nncn2n1	-6.9	2.0	-9.9	1.8	-18.8	1.4	-10.0	0.3	-1.6
O=C(COc1ccc(Cl)cc1Cl)NNC(=S)NCc1ccco1	-35.3	0.6	8.9	-8.2	-6.3	6.0	4.3	6.3	0.8
O=C(COC(=O)c1ccc2c(c1Cl)C(=O)c1ccccc1C2=O)NC1CC1	19.6	3.4	-17.9	10.9	-6.0	-4.3	-8.9	3.1	-24.2
CC(C)NCCOCCOc1ccc(Cl)cc1Br	7.4	1.9	0.4	7.6	27.2	-1.5	-11.9	-4.3	-5.2
Cc1ccc(C)c(C(=O)OCC(=O)Nc2ccc(N3CCOCC3)cc2)c1	-26.6	4.1	6.4	-9.5	3.9	-8.7	5.0	-0.2	2.4
COCCNC(=S)N1CCN(c2nc(-c3ccc(F)cc3)cs2)CC1	-3.1	0.8	-11.2	24.5	-5.5	-1.7	1.0	2.6	-8.7
O=C(Nc1ccc2nsnc2c1)N1CCCCC1	0.7	1.4	2.1	-13.7	-1.1	-1.2	-3.3	-0.6	-2.8
COc1ccc(Br)cc1CN(C)CC(=O)NCCc1ccc(S(N)(=O)=O)cc1	11.2	-0.3	-3.7	-22.4	-12.3	-4.2	4.4	-1.7	7.9
O=C(Cn1cc(CNC(=O)C2CCCCC2)nn1)Nc1cc(C(F)(F)F)ccc1Cl	-20.3	1.0	6.8	-5.5	-1.5	0.4	2.2	0.1	-3.7
O=C(Nc1ccc2ncccc2c1)c1ccccc1Cl	17.8	-3.0	9.2	-0.7	-18.1	-7.1	-8.0	-2.4	-4.3
CC(C)(C)NC(=O)CSc1nnc(Cc2ccc3c(c2)OCO3)n1C1CCCCC1	-16.0	-0.7	3.1	-1.7	16.2	12.0	-3.0	-1.8	-0.5
COc1ccccc1N1CCN(C(=S)Nc2cccc(C)c2)CC1	25.6	-1.4	13.4	10.2	-22.6	-1.8	1.6	-4.0	-6.6
N#Cc1c(-c2ccccc2)nc(N2CCN(Cc3ccccc3)CC2)[nH]c1=O	17.2	0.6	7.2	19.3	-14.7	-23.3	7.1	-1.5	5.9
NS(=O)(=O)c1ccc(CNC(=O)c2cc(-c3ccccc3)nc3ccccc23)cc1	-18.0	-1.2	15.7	-8.3	29.7	-1.2	-2.3	0.0	-8.1
Cn1c(Oc2ccc(F)cc2F)c(C=O)c2ccccc21	38.1	-1.5	1.9	0.8	-0.7	0.4	-27.2	-1.8	-8.1
COc1cc2[nH]c(=S)n(N(C(C)=O)C(C)=O)c(=O)c2cc1OC	30.5	-1.5	0.7	4.2	22.9	3.5	-2.5	-0.9	1.2
COc1ccccc1NC(=O)Cn1cnc2c(oc3ccccc32)c1=O	-10.7	3.4	8.4	-1.2	-7.6	3.6	-6.3	6.9	0.0
OCC[C@@H]1C[C@@H](O)[C@H](O)[C@]2(Cc3ccccc3CCO2)O1	1.1	-1.0	-3.9	-0.4	16.4	-3.2	-4.5	-0.6	-16.8
COc1ccc(NC(C)C(=O)N/N=C/c2ccccc2OCc2ccc(Br)cc2)cc1 (configuration not stated)	-20.8	9.9	10.9	-51.8	-20.0	-35.0	18.2	0.5	9.0
COc1cccc(OCCn2cccc2/C=C2/C(=N)N3OC(C)=CC3=NC2=O)c1	-36.5	-0.1	2.5	-7.7	-19.4	-29.8	5.5	-2.3	-5.9

Part of the list above in another layout.
Compound | Mdm2 MdmX PPI | CHOP UPR activ | CCR6 antag | Gli-Sufu block | 697 NFkB inh | Jurkat NFkB inh | EBI2 antag | UPR XBP1 act | CXCR6 inh
Cn1c(Oc2ccc(F)cc2F)c(C=O)c2ccccc21 | 38.1 | -1.5 | 1.9 | 0.8 | -0.7 | 0.4 | -27.2 | -1.8 | -8.1
COc1cc2[nH]c(=S)n(N(C(C)=O)C(C)=O)c(=O)c2cc1OC | 30.5 | -1.5 | 0.7 | 4.2 | 22.9 | 3.5 | -2.5 | -0.9 | 1.2

(cont.)
SMILES	Mdm2 MdmX PPI	CHOP UPR activ	CCR6 antag	Gli-Sufu block	697 NFkB inh	Jurkat NFkB inh	EBI2 antag	UPR XBP1 act	CXCR6 inh
CC(NS(=O)(=O)c1ccc([N+](=O)[O-])cc1)C(c1cccs1)N1CCOCC1 (configuration not stated)	0.7	2.4	12.1	3.1	-23.1	-3.5	-10.4	0.6	-6.7
O=CNCC(=O)NC1CCCCCC1	7.1	0.0	-2.6	-2.3	1.0	7.0	-8.4	3.2	-1.5
CCN(CC)CC(=O)N1CCCC(C(=O)c2ccccc2OC)C1 (configuration not stated)	7.6	-1.3	5.3	2.6	-16.1	-16.9	-10.8	0.7	-4.0
COC(=O)C[C@H]1c2ccc(C(F)(F)F)cc2S(=O)(=O)N1Cc1ccccc1	28.4	1.7	12.8	7.2	16.8	1.6	7.4	-0.7	2.5
N#Cc1c(/N=C/c2ccco2)sc2c1CCCCC2	-12.3	0.7	12.4	-24.0	-132.7	-25.2	4.0	0.3	-4.3
COc1ccc(C(=O)Nc2nc3nc(-c4ccccc4)cc(=O)n3[nH]2)cc1	.	.	7.8	3.3	.	.	-16.0	.	1.2
CC(C)(C)OC(=O)N1CCC(c2c(C(=O)NCC3CCN(C4CCCC4)C3)cnn2-c2ccccc2)CC1 (configuration not stated)	2.4	0.1	16.1	-0.4	3.6	1.8	-5.5	-4.5	15.8
COC(=O)N/N=C/c1ccc(-c2cc(Cl)cc(Cl)c2)o1	16.7	1.7	-24.2	6.0	8.2	15.5	-5.3	1.5	0.2
Cc1cc(Cl)c(S(=O)(=O)Nc2cccc(O)c2)cc1OCC(N)=O	11.9	0.4	3.0	0.1	-49.7	31.2	-8.5	1.4	-1.3
Cc1cc(=O)oc2c(CN3CCCCC3)c(O)c(Cl)cc12	-15.2	-0.4	-9.3	16.4	-2.7	9.4	0.9	6.5	3.6
O/N=C(\CN1CCCCC1)c1ccccc1	-5.1	0.3	-0.4	-4.6	-17.5	-8.5	-2.9	-0.9	5.9
CC(C)CN(C(=O)C1CCCO1)c1c(N)n(CC(C)C)c(=O)[nH]c1=O (configuration not stated)	-1.3	0.6	2.6	-5.6	-20.6	0.6	-3.3	-1.9	-3.0

5 entries from above, ordered by the value under EBI2 antag, highest first:
SMILES | EBI2 antag
COC(=O)C[C@H]1c2ccc(C(F)(F)F)cc2S(=O)(=O)N1Cc1ccccc1 | 7.4
N#Cc1c(/N=C/c2ccco2)sc2c1CCCCC2 | 4.0
O/N=C(\CN1CCCCC1)c1ccccc1 | -2.9
O=CNCC(=O)NC1CCCCCC1 | -8.4
Cc1cc(Cl)c(S(=O)(=O)Nc2cccc(O)c2)cc1OCC(N)=O | -8.5

Next part.
SMILES	Mdm2 MdmX PPI	CHOP UPR activ	CCR6 antag	Gli-Sufu block	697 NFkB inh	Jurkat NFkB inh	EBI2 antag	UPR XBP1 act	CXCR6 inh
O=C(NCCc1cccnc1)c1cc(COc2ccc(F)cc2Cl)on1	24.7	0.8	-1.2	0.6	5.5	-4.9	4.0	-0.1	-4.2
Cc1cc(NS(=O)(=O)c2ccc(NC(=O)C(C)Oc3ccc4c(C)cc(=O)oc4c3)cc2)no1 (configuration not stated)	17.0	2.0	32.2	5.0	8.0	-1.6	0.5	-3.1	-4.2
COC(=O)c1ccc(NC(=O)Nc2ccc(OC)cc2)cc1	2.3	1.6	12.7	-10.6	-13.0	-20.1	8.3	1.0	-8.4
O=C(O)COn1c(-c2ccccc2)nc2ccc([N+](=O)[O-])cc21	-84.2	8.6	3.1	-78.5	-121.5	-100.6	1.3	-0.6	-11.9
CCCSc1nc2c(=O)[nH][nH]c(=O)c2n1Cc1ccccc1	0.7	1.3	0.9	1.7	6.0	1.4	-11.1	-0.1	-11.2
COc1cc2c(cc1OC)CN(Cc1ccccc1)CC2	3.0	-1.2	2.0	10.8	-8.6	-21.9	11.6	-4.0	11.4
COCCNC(=O)CN(c1ccc(C)cc1)S(=O)(=O)c1ccc(SC)cc1	-15.1	-1.3	10.9	38.9	11.4	13.9	0.1	-5.1	-9.6
O=C(Nc1ccccc1C(F)(F)F)N1CCC(N2CCCCC2)CC1	-1.6	0.9	10.5	-11.2	-38.6	-33.2	-2.1	-5.0	2.3

An unsorted share of the library; about 5% have a hit in one of these screens.
